Tau ThT inhib – tau fibrillization inhibition (ThT binding) | Potency, µM (titrated, usually from 57.4 µM), without a hit: at the top dose activity, negative = inhibition, most hits filed as inhibitors | recombinant tau K18 P301L, heparin-induced fibrillization, ThT fluorescence | 270,000 tested, 2.1% active; note: nearly all actives have a fitted effect of over 55% in size
Target sequence (P10636 561-689 P618L limits assumed): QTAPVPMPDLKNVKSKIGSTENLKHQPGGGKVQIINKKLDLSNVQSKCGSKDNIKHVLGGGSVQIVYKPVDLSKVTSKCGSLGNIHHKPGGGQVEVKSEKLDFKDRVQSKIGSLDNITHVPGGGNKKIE
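In this qHTS, human K18 P301L tau is incubated with compound and heparin for 6 hr at 37 C, and Thioflavin T fluorescence then reports fibril load.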
Tau fibril FP – blocks human tau fibril formation measured by polarization. Potency, µM (top dose mostly 57.7 µM), without a hit: at the highest dose activity, negative = inhibition, actives largely listed as inhibitors. 280,000 tested, 0.39% active. P10636. K18 P301L tau heparin fibrillization, Alexa594 FP, 6 h. AID 1468; note: nearly all actives have a fitted effect of over 55% in size
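Quantitative HTS format: compounds meet 15 uM recombinant K18 P301L tau and Alexa 594-tau tracer in 100 mM sodium acetate pH 7; 20 uM heparin triggers fibrillization at 37 C over 6 hr; FP gives the signal.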
L3MBTL1 inh – inhibitors of human L3MBTL1; AlphaScreen L3MBTL1–H3K9me1 peptide binding; Potency, µM (doses to about 57.1 µM), inactives show at the top dose activity, negative = inhibition, hits mostly inhibitors; 230,000 tested, 0.66% active; AID 485360; note: nearly all actives have a fitted effect of over 60% in size
Target sequence (Q9Y468 whole entry, looked up): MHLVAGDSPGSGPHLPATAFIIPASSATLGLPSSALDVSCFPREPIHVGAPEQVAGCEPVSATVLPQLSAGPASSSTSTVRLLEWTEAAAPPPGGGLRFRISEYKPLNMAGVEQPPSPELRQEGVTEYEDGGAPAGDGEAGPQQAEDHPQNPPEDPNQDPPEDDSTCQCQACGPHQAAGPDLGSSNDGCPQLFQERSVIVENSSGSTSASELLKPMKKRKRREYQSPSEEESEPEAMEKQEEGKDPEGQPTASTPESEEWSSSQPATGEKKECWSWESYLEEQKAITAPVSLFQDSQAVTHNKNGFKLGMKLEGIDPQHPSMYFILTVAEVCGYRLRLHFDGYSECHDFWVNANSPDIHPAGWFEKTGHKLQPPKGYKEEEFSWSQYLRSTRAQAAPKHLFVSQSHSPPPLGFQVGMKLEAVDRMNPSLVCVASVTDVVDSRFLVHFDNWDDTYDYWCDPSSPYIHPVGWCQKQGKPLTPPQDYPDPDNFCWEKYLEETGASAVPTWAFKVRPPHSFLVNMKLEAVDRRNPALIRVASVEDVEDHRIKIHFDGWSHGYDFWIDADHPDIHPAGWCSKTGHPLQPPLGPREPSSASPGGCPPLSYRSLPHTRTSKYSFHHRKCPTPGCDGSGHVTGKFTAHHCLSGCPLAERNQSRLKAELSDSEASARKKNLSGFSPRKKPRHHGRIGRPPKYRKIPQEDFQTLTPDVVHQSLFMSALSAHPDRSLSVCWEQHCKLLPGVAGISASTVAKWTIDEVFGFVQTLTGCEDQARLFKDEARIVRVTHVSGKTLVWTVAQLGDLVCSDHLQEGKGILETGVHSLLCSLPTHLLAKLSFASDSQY
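AlphaScreen assay: L3MBTL1 (50 nM final) was preincubated 30 min at room temperature with biotinylated H3(1-15)K9me1 peptide (75 nM final), then 30 min with library compounds; streptavidin donor and nickel chelate acceptor beads (10 ug/mL final) added, 30 min dark.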
GLA spleen mod – alpha-galactosidase A (human) modulation. Potency, µM (titrated, usually from 80 µM), without a hit: top-dose activity change, negative = inhibition, usual class: inhibitors. human spleen homogenate, 4MU-alpha-Gal fluorescence, 40 min. 240,000 tested, 0.008% active. AID 2107;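 note: 0% = enzyme with vehicle and -100% = no enzyme basal signal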
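Human spleen homogenate (1 ug) as enzyme source, 4-methylumbelliferyl-alpha-D-galactopyranoside 1 mM final, citrate/phosphate pH 5.0 with 0.01% Tween-20. Compounds 40 min at 37C, NaOH/glycine stop; fluorescence Ex 365/Em 440, Hill-fit AC50.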
TexasRed fluor – counter-screen for TRb-SRC2 inhibitors: fluorescence interference; TRb/SRC2 Texas Red total fluorescence interference; Potency, µM (series often up to 106 µM), for the others: at the highest dose fluorescence change, negative = quenching; 280,000 tested, 0.29% active; AID 1479; active = well fitted curve in either direction with a large enough effect; inconclusive = small, poorly fitted or top-dose-only effect
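Flags fluorescent or light-absorbing compounds by total fluorescence, S + 2P, at 555 nm excitation and 632 nm emission. Mixture: 20 nM Texas Red SRC2 peptide, 0.6 uM human TRb LBD, 1 uM T3, 5% DMSO; compound exposure 5 h at ambient temperature.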
ALDH1A1 inh – inhibitors of human aldehyde dehydrogenase 1A1. 220,000 tested, 7.3% active. AID 1030. Purified ALDH1A1, NADH fluorescence, propionaldehyde substrate. Potency, µM (doses to about 75.3 µM), for inactives: at the top dose activity, negative = inhibition, most hits filed as inhibitors; active = well fitted inhibition curve with a large enough effect, not every such curve was filed as active; inconclusive = small, poorly fitted or top-dose-only effect, or another doubt; inactive = no such curve, though single readings can be large or run the other way;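 note: plate controls were no enzyme wells and a reference inhibitor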
TRb-SRC2 inh – disrupts binding of human TR beta to SRC2 | Potency, µM (highest dose often 106 µM), inactives show at the top dose activity change, negative = inhibition, actives largely listed as inhibitors | P10828 | 280,000 tested, 0.065% active | TRbeta-SRC2 peptide binding, fluorescence polarization; receptor liganded with 1 µM T3;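 note: plate controls were bound peptide for no effect and peptide without receptor for full effect; nearly all actives have a fitted effect of over 50% in size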
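Fluorescence polarization of 20 nM Texas Red SRC2 peptide with 0.6 uM human TRb ligand-binding domain, in Tris buffer with 1uM T3 and 5% DMSO. Incubated 5 hr ambient; normalized to unbound and bound controls.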
Tau fluor cs – counter-screen for tau fibril formation inhibitors | Potency, µM (top dose mostly 57.7 µM), for the others: at the highest dose activity change, negative = decrease | 280,000 tested, 0.93% active | tau K18 P301L (four-repeat tau fragment) Alexa594 fluorescence, heparin fibrillization | AID 1463; note: nearly all actives have a fitted effect of over 55% in size
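Human K18 P301L tau (15 uM unlabeled plus 0.24 uM Alexa 594-labeled, final) in 100 mM sodium acetate pH 7 was mixed with compound and 20 uM heparin and incubated 6 hr at 37 C.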
An asterisk follows results filed as active; ? = inconclusive; . = no result given; & = joins results of further samples; [ ] = another dose, or the depositor's remark. Unless noted, calls come from the whole dose curve; as a rule, active = well fitted curve in the direction sought with a large enough effect; inconclusive = small, poorly fitted or top-dose-only effect, or another doubt; inactive = no such curve, though single readings can be large; an effect the other way counts as inactive or inconclusive. Unless noted, % is set by controls: 0 for no effect and ±100 for the full control effect; potency is the fitted concentration of half-maximal effect.

#	compound	Tau ThT inhib	Tau fibril FP	L3MBTL1 inh	GLA spleen mod	TexasRed fluor	ALDH1A1 inh	TRb-SRC2 inh	Tau fluor cs
1	Cc1cc(/C=N/O)c(C)n1-c1ccc(Br)cc1	?	7%	-15%	-10%	0%	8.9µM*	0%	-19%
2	COC(=O)[C@H](CCSC)NC(=O)Nc1ccc(C)c(C)c1	-1%	8%	5%	-11%	-1%	-4%	0%	5%
3	CCNC(=O)CC1SC(=Nc2cccc3ccccc23)N(C)C1=O (stereo unspecified)	0%	-10%	2%	0%	-1%	-10%	0%	-2%
4	C=C(C)c1cccc(C(C)(C)NC(=O)NCc2ccncc2)c1	?	-6%[2.34 µM]	5%	-1%	20%	?	-4%	-6%
5	COc1ccc(Nc2ccc3cc(S(=O)(=O)N4CCCC4)ccc3n2)cc1OC	?	11%	.	.	-6%	.	1%	11µM*[quencher]
6	COc1ccc(S(=O)(=O)Nc2nccs2)cc1OC	2%	2%	-15%	2%	-3%	?	-1%	3%
7	CCN1CCN(C(=O)c2ccc3c(c2)N(Cc2cccc(Cl)c2)C(=O)c2ccccc2S3=O)CC1 (stereo unspecified)	1%	-8%	.	.	0%	.	-7%	-5%
8	Cc1cc(=O)c2c(o1)CC(C)(C)CC2=O	-22%	-4%	.	3%	-3%	6%	-4%	-8%
9	CCn1nc(C)c(CCN(C)C(=O)Nc2ccc(C)c(Cl)c2)c1C	-2%	?	.	.	0%	.	-3%	0%
10	CCCCC[C@H](O)/C=C/C=C/C/C=C\CCCC(=O)O	-4%	8%	.	-2%	-1%	9%	2%	4%
11	C/C(Cc1ccccc1)=N\NC(=O)CNC(=O)c1ccc(Br)cc1	6%	-2%	0%	5%	-2%	11%	-5%	10%
12	O=C1CCCN1c1ccc(S(=O)(=O)N2CCCCC2)cc1[N+](=O)[O-]	0%	7%	7%	-4%	0%[53 µM]	-8%	5%[53 µM]	-2%
13	CCn1ncc(C2=NOC(C(=O)Nc3cccc(O)c3)C2)c1C (stereo unspecified)	-4%	-1%	.	-1%	1%	3%	4%	-8%
14	CCC(CC)C(=O)Nc1ccc(OCc2cc(=O)n3ccc(C)cc3n2)cc1	-1%	-3%	.	.	0%	.	2%	2%
15	COc1ccc(C(=O)N/N=C(\C)c2ccc3c(c2)C2C=CCC2C(c2ccccc2)N3)cc1 (stereo unspecified)	13µM*	-4%	-14%	0%	4%	11µM*	5%	?
16	CC(C)n1cnc2c(Nc3cccc(Cl)c3)nc(N(CCO)CCCO)nc21	8%	4%	.	2%	-1%	.	3%	7%
17	O=c1cc2c(nn1Cc1cccc([N+](=O)[O-])c1)-c1ccccc1CC2	-13%	3%	-20%	1%	-1%	-1%	2%	-12%
18	CC(C)(C)N1C(=O)[C@H]2[C@H]3[C@H](O)[C@H](O)C/C(=N/NC(=O)OCc4ccccc4)[C@H]3CC[C@@H]2C1=O	-3%[11.5 µM]	3%[11.6 µM]	.	-2%[17.5 µM]	1%[11.2 µM]	-17%[13.5 µM]	1%[11.2 µM]	-4%[11.6 µM]
19	Cc1[nH]c2ccccc2c1/C=N/NC(=O)CNC(=O)c1cccs1	?	4%	-10%	0%	-2%	3%	2%	?
20	CCOC(=O)N1CCN(S(=O)(=O)c2ccc3[nH]c(=O)sc3c2)CC1	-4%	0%	7%	-7%	6%	5%	1%	-4%
21	COc1ccc(N(C(=O)c2ccc(C(C)(C)C)cc2)S(=O)(=O)c2ccc(Cl)cc2)cc1	-14%	0%	.	.	-23%	.	-3%	-12%
22	COc1cc(OC)cc(N2C(=O)CSCC2=O)c1	.	6%	.	-3%	-1%	.	-4%	-13%
23	CCOC(=O)c1sc2nc(C(C)C)c3c(c2c1N)CC(C)(C)OC3	-15%	3%	.	1%	-3%	?	-6%	-19%
24	COC(=O)CNC(=O)COC(=O)/C=C/c1cccs1	-5%	4%	10%	-5%	-4%	6%	4%	0%
25	CCCCCOc1ccc(NC(=O)C(=O)NCC2CCCN2CC)cc1 (stereo unspecified)	-7%	-7%	-7%	0%	-2%	-5%	13%	-9%
26	O=C1[C@@H]2[C@H]3[C@H](O)[C@H](O)C/C(=N/OC[C@@H](O)COCc4ccco4)[C@@H]3CC[C@H]2C(=O)N1c1ccc(F)cc1F	-8%[11.5 µM]	-3%[11.6 µM]	.	-8%[17.5 µM]	1%[11.2 µM]	3%[13.5 µM]	-5%[11.2 µM]	-6%[11.6 µM]
27	O=C(NCCN1CCOCC1)c1ccccc1[N+](=O)[O-]	-3%	0%	-4%	-8%	2%	1%	2%	3%
28	CCC1=C(OC(=O)N(CC)CC)N2C(=O)OC(=NCC(=O)OC)[C@]2(Cc2ccccc2)[C@H]2C1=CC[C@H]1C(=O)N(CC(=O)OC)C(=O)[C@H]12	-17%&7%	9%&0%	.	-5%&0%	-10%&-1%	?	5%&-2%	-14%&8%
29	COc1cc(OC)cc(C(=O)NNC(=S)NCc2ccco2)c1	-6%	7%	-1%	-3%	-1%	4%	-3%	0%
30	Cc1ccc(NCc2ccc(O)c3ncccc23)cc1C	4%	7%	-19%	1%	2%[53 µM]	4%	10%[53 µM]	-7%[2.34 µM]
31	Nc1ccn(Cc2cccc(Cl)c2)n1	-5%	6%	19%	-18%	-1%	10%	-1%	-8%
32	COC(CNS(=O)(=O)c1ccc(S(=O)(=O)N2CCCC2)cc1)OC	-5%	4%	-7%	8%	-2%	?	-3%	7%
33	CCCNC(=O)CSC1=N/C(=C/c2ccc(F)cc2)C(=O)N1CC	-2%	-2%	0%	-2%	-5%	?	-5%	3%
34	Cc1cc(-c2ccn[nH]2)c(C)s1	-21%	3%	-1%	1%	-3%	5%	3%	-3%
35	O=C1NCCCC1C(=O)N/N=C/c1cccc(Cl)c1 (stereo unspecified)	-12%	2%	7%	-2%	-5%	2%	3%	-15%
36	Cc1nnc(Nc2ccc3c(c2)OCO3)c2ccccc12	-12%	4%	-4%	-7%	0%	5%	-1%	-10%
37	O=C(NNC(=O)c1ccc(-c2ccccc2)cc1)c1ccccc1	-15%	6%	-2%	3%	1%	2%	11%	0%
38	COc1ccc(NC(=O)C2=CCN(S(=O)(=O)c3ccccc3)CC2)cc1OC	.	12%	.	2%	-2%	.	9%	?
39	Cc1cccc(N2CCN(C(=O)c3ccc(CNc4c(N5CCC(C)CC5)c(=O)c4=O)cc3)CC2C)c1 (stereo unspecified)	?	8%	.	8%	-1%	-2%	-1%	-29%
40	C=CCC1(Cl)C(=O)C(Cl)=C(N2CCN(C)CC2)C1(OC)OC (stereo unspecified)	.	10%	.	12%	0%	.	8%	-2%
41	CCn1c(C)c2c([n+]1CC)CC(C)(C)CC2=O	-4%	3%	.	-15%	0%	7%	-18%	-4%
42	CCCCNC(=O)CSc1nc2cc3c(cc2c(=O)n1CCCCCC(=O)NCc1ccc(OC)cc1)OCO3	1%	-8%	.	.	3%	.	-1%	-3%
43	O=C(NCCN1CCOCC1)c1cc(-c2ccccc2)on1	-2%	1%	.	-11%	0%	-4%	-4%	6%
44	CNC(=O)c1c(N)sc2c1CCCCC2	18µM*	?	-3%	6%	-2%	25µM*	-3%	-29%
45	Nc1cccc(-c2cn3ccsc3n2)c1	-18%	-14%	.	.	-6%	.	3%	-15%
46	CCOC(=O)c1c(-c2ccccc2)csc1NC(=O)c1nc(S(=O)(=O)CC)ncc1Cl	13µM*	?	.	.	12%	.	-7%	?
47	CCN(CC)C(=O)c1ccc2nc(-c3ccccc3)c(-c3ccccc3)nc2c1	6%	-1%	5%	5%	0%	?	-1%	-4%
48	O=C(CNC(=O)c1ccc(Cl)cc1Cl)NCC(=O)Nc1ccccc1N1CCOCC1	-4%	-1%	2%	3%	2%	11%	4%	-1%
49	CC1(OC(=O)CCc2ccccc2)C(=O)C=C2C=C(c3ccc(C#N)cc3)N(Cc3ccco3)C=C2C1=O (stereo unspecified)	?	-6%[11.6 µM]	.	-19%[17.5 µM]	-18%[11.2 µM]	?	3%[11.2 µM]	-20%[11.6 µM]
50	CCOC(=O)c1ccc(NC(=S)NCc2cccnc2)cc1	-8%	-13%	-8%	-5%	-2%	-4%	2%	-24%
51	CCCc1noc(-c2ccc(NCc3ccc(C)cc3)c([N+](=O)[O-])c2)n1	2%	2%	.	.	-4%	.	3%	5%
52	CCOc1ccc(NC(=O)C2CCC(CNc3c(N4CCC(C)CC4)c(=O)c3=O)CC2)cc1 (stereo unspecified)	-11%	2%	0%	0%	-3%	7%	-1%	-16%
53	O=C(/C=C/c1ccccc1)N1CCN(C(=O)c2ccco2)CC1	0%	-2%	17%	0%	-2%	9%	-4%	-2%
54	O=C(O)c1cccnc1SC1CC(=O)N(Cc2ccccc2)C1=O (stereo unspecified)	-2%	-2%	6%	3%	3%	-9%	1%	-2%
55	Cc1nn2c(CN(C(=O)COc3ccccc3)c3ccccc3)nnc2c2ccccc12	-8%	-5%	1%	-2%	-9%	11µM*	-3%	-3%
56	CCC(C)N1C(=O)CCC1C(=O)N1CCN(c2ccccc2F)CC1 (stereo unspecified)	-6%	2%	-1%	-6%	4%	3%	-3%	-4%
57	COc1ccc(C2N3CC4(C)CN2CC(C)(C3)C4)cc1OC (stereo unspecified)	-9%	6%	8%	4%	0%	?	2%	-10%
58	C=CCNC(=O)CCCCC(=O)NCC=C	2%	9%	5%	-5%	-1%	7%	5%	2%

Assay outcomes deposited in PubChem BioAssay by National Center for Advancing Translational Sciences (NCATS).

Not a hit list. About 8.5% of those tested had a hit in this group.
